# Bioassay records from PubChem.
# bovine MsrA act: bovine MsrA enzyme activators, primary screen, biochemical, absorbance, HTS; Methionine sulfoxide reductase A (Bos taurus); 0.3% of 360,000 active; activation, % at 10.6 µM; purified bovine MsrA, absorbance read-out; AID 602163, 2012; in the data active means activation above about 7.5%;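 further: 0% = vehicle and 100% = reference activator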
# FAS-TE inh: FAS thioesterase domain inhibitors, primary screen, biochemical, fluorescence intensity, uHTS; inhibition, % at 15 µM; Fatty acid synthase (Homo sapiens), P49327; recombinant FAS-TE, OMFH fluorogenic substrate, fluorescence endpoint; AID 602261, 2012; 0.67% of 360,000 active;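 active means compounds whose normalised, plate-corrected inhibition of enzyme fluorescence in the single-dose primary screen is 50% or more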;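 further: 0% = DMSO with enzyme and 100% = substrate without enzyme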
# Rin1 Abl inh: inhibitors of Rin1-Abl protein binding, primary screen, biochemical, TR-FRET | inhibition, % at 7.35 µM | 0.4% of 360,000 active | Tyrosine-protein kinase ABL1 (Homo sapiens) + Ras and Rab interactor 1 (Homo sapiens), …; in the data active means inhibition above about 5%, passing the limit was not always enough
# Neddyl block: inhibitors of cullin neddylation, primary screen, biochemical, TR-FRET, uHTS, NAE and Ubc12 | NEDD8-conjugating enzyme Ubc12 (Homo sapiens) + NEDD8-activating enzyme E1 regulatory … | calls only at 25 µM | 0.58% of 360,000 active | AID 651699, 2012; in the data active means inhibition above about 36%
# MsrA inh: bovine MsrA enzyme inhibitors, primary screen, biochemical, absorbance, HTS; Methionine sulfoxide reductase A (Bos taurus); inhibition, % at 15.5 µM; 0.75% of 360,000 active; purified bovine MsrA, absorbance read-out; in the data active means inhibition above about 4.5%;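 further: 0% = vehicle wells with enzyme and 100% = reference inhibitor wells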
# MT1-MMP act inh: blockers of MT1-MMP proenzyme processing, primary screen, HT1080 RFP-PRO-GFP cells, GFP/RFP fluorescence. GFP/RFP ratio fluorescence, overnight; percent of plate control window, DMSO zero. GFP/RFP ratio change, % at 20 µM. 0.061% of 360,000 active. AID 651647, 2012;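 active means GFP/RFP ratio change of at least 30% with cell ATP level not reduced by more than half and red fluorescence within 50% of control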; further: strong numbers were not always called active
#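 system = RFP-PRO-GFP reporter HT1080 cells | dosing = 20 µM single dose, 1% DMSO | timing = overnight cell settling, then overnight compound exposure, 37 °C, 5% CO2 | read-out basis = GFP/RFP fluorescence ratio | controls = DMSO and RFP-L50D-GFP cell wells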
# SKN-1 inh: suppressors of acrylamide-induced Pgst-4::GFP reporter in worms, primary screen, SKN-1 inhibitor project, whole organism, uHTS, GFP/RFP fluorescence ratio, strain VP596. C. elegans VP596 Pgst-4::GFP/RFP ratio, 24 h. inhibition, % at 21.8 µM. 0.49% of 360,000 active. AID 624304, 2012;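 active means interference check ratio from 0.5 to 1.5 plus GFP to RFP signal ratio inhibition reaching or exceeding a fixed threshold, cut at about 30% in these data, passing the limit was not always enough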; further: some compounds called inactive have numbers as strong as hits
# eLon inh: inhibitors of E. coli Lon protease, primary screen, biochemical, fluorescence polarization; P0A9M0; purified E. coli Lon protease; inhibition, % at 7.94 µM; 0.42% of 360,000 active; AID 602123, 2011; in the data active means inhibition above about 13%, passing the limit was not always enough;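 further: 0% = enzyme with probe and DMSO and 100% = no enzyme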
# Target sequence (P0A9M0 whole entry, looked up): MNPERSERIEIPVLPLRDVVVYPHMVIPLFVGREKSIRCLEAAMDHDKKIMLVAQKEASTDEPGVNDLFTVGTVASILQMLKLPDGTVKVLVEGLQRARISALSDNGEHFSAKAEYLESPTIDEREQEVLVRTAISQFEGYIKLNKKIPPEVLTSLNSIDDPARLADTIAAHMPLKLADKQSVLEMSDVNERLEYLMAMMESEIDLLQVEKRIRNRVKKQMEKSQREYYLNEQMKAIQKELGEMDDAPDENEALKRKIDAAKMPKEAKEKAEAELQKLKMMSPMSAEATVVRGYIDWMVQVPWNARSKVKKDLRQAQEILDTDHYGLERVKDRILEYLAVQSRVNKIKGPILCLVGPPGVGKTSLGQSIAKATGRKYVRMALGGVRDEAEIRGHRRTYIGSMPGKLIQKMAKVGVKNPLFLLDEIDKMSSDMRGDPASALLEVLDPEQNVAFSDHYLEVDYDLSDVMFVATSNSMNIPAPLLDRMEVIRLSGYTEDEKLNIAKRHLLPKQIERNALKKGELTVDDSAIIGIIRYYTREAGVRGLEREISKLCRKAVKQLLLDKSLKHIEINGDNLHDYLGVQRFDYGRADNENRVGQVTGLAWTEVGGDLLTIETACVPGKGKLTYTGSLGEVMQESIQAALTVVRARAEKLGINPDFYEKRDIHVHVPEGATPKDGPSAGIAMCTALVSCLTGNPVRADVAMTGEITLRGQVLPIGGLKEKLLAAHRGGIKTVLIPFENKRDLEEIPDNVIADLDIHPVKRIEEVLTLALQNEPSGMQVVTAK
# CendR NRP1 mod: modulators of CendR peptide binding to NRP-1, primary screen, biochemical, fluorescence polarization, uHTS | Neuropilin-1 (Homo sapiens), O14786 | FAM-RPARPAR peptide binding to NRP-1 | inhibition, % at 25 µM | 0.85% of 360,000 active | AID 602438, 2012;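 active means inhibition or corrected inhibition above about 18%, plus a signal ratio from 0.5 to 1.5, limit read from the data, passing the limit was not always enough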; further: strong numbers were not always called active
# Numbers without * were called inactive; i = inactive; / = no result given.
# Sample of the layout (13 entries):
# Every second line gives: Neddyl block | FAS-TE inh | eLon inh | MsrA inh | Rin1 Abl inh | CendR NRP1 mod | SKN-1 inh | bovine MsrA act | MT1-MMP act inh
> CCc1nc(N2CCN(C(=O)c3ccco3)CC2)c2c3c(sc2n1)CCCC3
  i | 11.5 | 3.5 | -0.3 | 1.7 | -15.8 | 6.0 | -0.4 | -4.7
> Cc1cnc(C(=O)N2CCN(S(=O)(=O)c3cccc(Br)c3)CC2)cn1
  i | 3.4 | 2.2 | -0.2 | 6.1 | 5.5 | 10.8 | -1.1 | 0.9
> Cn1c(=O)cc(N2CCOCC2)[nH]c1=O
  i | -10.0 | -2.8 | -0.6 | 1.4 | 0.3 | -13.9 | 2.3 | -3.4
> C[C@H](CO)N1C[C@H](C)[C@@H](CN(C)Cc2ccc(C(=O)O)cc2)OCc2cnnn2CCCC1=O
  i | -6.7 | -12.9 | 0.5 | -0.3 | -1.4 | 4.1 | -1.1 | 4.9
> Cc1cc(NC(=O)CN2CCN(C)CC2)no1
  i | -5.1 | 12.2 | -0.1 | 2.9 | -10.7 | -0.1 | -3.0 | -2.6
> O=C(CCNC(=O)c1ccccc1)Nc1ccc(S(=O)(=O)Nc2ncccn2)cc1
  i | -2.2 | -10.9 | 2.5 | -2.4 | -10.9 | -8.1 | -0.7 | 2.8
> O=C(O)c1ccc(N2C(=O)c3[nH]nc(-c4ccccc4)c3C2c2ccccc2)cc1 (stereo not drawn)
  i | -6.9 | -10.7 | 0.2 | 0.9 | -8.2 | 9.0 | -3.7 | 5.1
> O=C(/C=C/c1ccccc1)Nc1ccc(N2CCCCC2)cc1
  i | -2.8 | 2.1 | 0.2 | -2.5 | -4.3 | -4.5 | 0.0 | 5.7
> CCCCNC(=O)CNC(=O)c1nn(-c2ccc(OC)cc2OC)c(=O)c2ccccc12
  i | -7.3 | -0.6 | -2.2 | 7.5 | -0.2 | -4.7 | -3.9 | 0.3
> COc1ccc(Oc2nc(C(F)(F)F)nc3ccccc23)cc1
  i | 11.2 | 0.5 | 0.3 | -0.4 | 10.7 | 11.4 | -16.1 | 3.7
> O=C(/C=C/c1ccc2c(c1)OCO2)N1CCN(c2n[nH]c(=O)[nH]c2=O)CC1
  i | -7.2 | 1.3 | 4.6* | -3.3 | -20.1 | -0.6 | 0.0 | 6.8
> C#CCN(C[C@@H]1[C@@H](OC(=O)NCc2ccco2)[C@@H](OC(=O)NCc2ccco2)Cn2c(=O)ccc(=O)n21)S(=O)(=O)c1ccc(C)cc1
  i | -4.8 | -6.7 | 0.1 | -1.8 | 1.9 | -0.8 | -1.5 | -6.7
> COCc1cc(C)nc2sc(C(=O)Nc3ccccc3OC)c(N)c12
  / | 14.2 | -6.4 | 1.6 | -3.2 | -5.4 | 8.0 | -2.8 | 1.3

# Results, from the start:
# Every second line gives: Neddyl block | FAS-TE inh | eLon inh | MsrA inh | Rin1 Abl inh | CendR NRP1 mod | SKN-1 inh | bovine MsrA act | MT1-MMP act inh
> CCc1nc(N2CCN(C(=O)c3ccco3)CC2)c2c3c(sc2n1)CCCC3
  i | 11.5 | 3.5 | -0.3 | 1.7 | -15.8 | 6.0 | -0.4 | -4.7
> Cc1cnc(C(=O)N2CCN(S(=O)(=O)c3cccc(Br)c3)CC2)cn1
  i | 3.4 | 2.2 | -0.2 | 6.1 | 5.5 | 10.8 | -1.1 | 0.9
> Cn1c(=O)cc(N2CCOCC2)[nH]c1=O
  i | -10.0 | -2.8 | -0.6 | 1.4 | 0.3 | -13.9 | 2.3 | -3.4
> C[C@H](CO)N1C[C@H](C)[C@@H](CN(C)Cc2ccc(C(=O)O)cc2)OCc2cnnn2CCCC1=O
  i | -6.7 | -12.9 | 0.5 | -0.3 | -1.4 | 4.1 | -1.1 | 4.9
> Cc1cc(NC(=O)CN2CCN(C)CC2)no1
  i | -5.1 | 12.2 | -0.1 | 2.9 | -10.7 | -0.1 | -3.0 | -2.6
> O=C(CCNC(=O)c1ccccc1)Nc1ccc(S(=O)(=O)Nc2ncccn2)cc1
  i | -2.2 | -10.9 | 2.5 | -2.4 | -10.9 | -8.1 | -0.7 | 2.8
> O=C(O)c1ccc(N2C(=O)c3[nH]nc(-c4ccccc4)c3C2c2ccccc2)cc1 (stereo not drawn)
  i | -6.9 | -10.7 | 0.2 | 0.9 | -8.2 | 9.0 | -3.7 | 5.1
> O=C(/C=C/c1ccccc1)Nc1ccc(N2CCCCC2)cc1
  i | -2.8 | 2.1 | 0.2 | -2.5 | -4.3 | -4.5 | 0.0 | 5.7
> CCCCNC(=O)CNC(=O)c1nn(-c2ccc(OC)cc2OC)c(=O)c2ccccc12
  i | -7.3 | -0.6 | -2.2 | 7.5 | -0.2 | -4.7 | -3.9 | 0.3
> COc1ccc(Oc2nc(C(F)(F)F)nc3ccccc23)cc1
  i | 11.2 | 0.5 | 0.3 | -0.4 | 10.7 | 11.4 | -16.1 | 3.7
> O=C(/C=C/c1ccc2c(c1)OCO2)N1CCN(c2n[nH]c(=O)[nH]c2=O)CC1
  i | -7.2 | 1.3 | 4.6* | -3.3 | -20.1 | -0.6 | 0.0 | 6.8
> C#CCN(C[C@@H]1[C@@H](OC(=O)NCc2ccco2)[C@@H](OC(=O)NCc2ccco2)Cn2c(=O)ccc(=O)n21)S(=O)(=O)c1ccc(C)cc1
  i | -4.8 | -6.7 | 0.1 | -1.8 | 1.9 | -0.8 | -1.5 | -6.7
> COCc1cc(C)nc2sc(C(=O)Nc3ccccc3OC)c(N)c12
  / | 14.2 | -6.4 | 1.6 | -3.2 | -5.4 | 8.0 | -2.8 | 1.3
> CC1CCc2nc(N)c(C#N)c(-c3cccnc3)c2C1 (stereo not drawn)
  i | -2.7 | 2.2 | 2.1 | -1.1 | -0.2 | -6.8 | -8.9 | -15.6
> CCc1ccc(CN(C(=O)COc2c(C)cccc2C)C2CCS(=O)(=O)C2)cc1 (stereo not drawn)
  i | 10.3 | -2.1 | 0.5 | 2.9 | 10.6 | -13.7 | -2.4 | -3.7
> CC1(C)CC(=O)C(C=NCCN2CCN(C(=O)CCl)CC2)=C(O)C1
  i | -4.8 | 1.2 | 0.0 | -2.1 | 0.8 | 9.5 | -1.4 | 2.2
> CN(C)S(=O)(=O)c1ccc(Cl)c(NC(=O)CN2CCC(Cc3ccccc3)CC2)c1
  i | 26.8 | 6.8 | -0.7 | 1.2 | 7.2 | -5.3 | -2.5 | 5.2
> OCc1ccccc1CNCc1ccccc1
  i | -6.1 | 1.6 | -1.2 | 3.8 | -6.1 | 6.3 | -3.0 | -1.0
> CCOC(=O)Cn1c(CCC(=O)O)ccc1-c1ccc(F)cc1
  i | -0.8 | -1.3 | 2.5 | 4.4 | -27.1 | -0.3 | -8.2 | 1.7
> Cc1cc(C)c(NC(=O)CSc2nnnn2-c2cccnc2)c(C)c1
  i | -3.2 | 15.1 | 0.9 | -1.5 | 8.2 | -26.2 | -3.1 | -1.5
> Cc1ccccc1N1CC(C(=O)Nc2nnc(SCCN3CCOCC3)s2)CC1=O (stereo not drawn)
  i | -0.5 | -2.2 | -1.4 | 4.6 | 3.8 | 3.5 | -3.8 | 0.2
> CCNc1nc(Oc2ccc(C#N)cc2)cc(C(F)(F)F)n1
  i | 8.0 | 13.1 | 1.1 | 1.5 | 2.3 | 5.5 | -3.6 | -14.1
> Fc1ccccc1NC(=S)N(CCN1CCCCCC1)Cc1cccs1
  i | -3.1 | 3.8 | 0.1 | 4.9 | -0.3 | -1.0 | -3.1 | -0.3
> OC1COCOC1C(O)C1OCOCC1O (stereo not drawn)
  i | -8.2 | -5.2 | -0.7 | -1.1 | 3.3 | -0.2 | -1.3 | -1.6
> NC(=O)COc1ccc(/C=N\NC(=O)CC(=O)NCCc2ccccc2)cc1
  i | -6.8 | 3.6 | 1.1 | 2.8 | -1.3 | -4.4 | -5.9 | -2.9
> NC(=O)C(F)(F)C12OC3C4C5CC(C6C5C3C61)C42 (stereo not drawn)
  i | -10.5 | 0.0 | 0.6 | 0.7 | 4.1 | 0.9 | -1.3 | -1.1
> Cc1ccc(C=Nc2ccccc2C(N)=O)o1
  i | -17.1 | -16.6 | 0.1 | -1.0 | -4.2 | 8.0 | -1.7 | -5.2
> COC(=O)c1ccc2nc(-c3ccc(F)cc3)c(Cc3ccc(C)cc3)n2c1
  i | 15.9 | -5.6 | 0.3 | / | -22.0 | -5.6 | -2.9 | -1.2
> O=C(CN1C(=O)c2cccnc2Oc2ccc(Cl)cc21)NCCCc1ccccc1
  i | 55.2* | -1.7 | 0.0 | 1.1 | -1.1 | -6.8 | -1.9 | -0.2

# Compound profiles, from the list above. Values in the order: Neddyl block	FAS-TE inh	eLon inh	MsrA inh	Rin1 Abl inh	CendR NRP1 mod	SKN-1 inh	bovine MsrA act	MT1-MMP act inh
# `NC(=O)C(F)(F)C12OC3C4C5CC(C6C5C3C61)C42` (stereo not drawn) is listed as i	-10.5	0.0	0.6	0.7	4.1	0.9	-1.3	-1.1
# `COC(=O)c1ccc2nc(-c3ccc(F)cc3)c(Cc3ccc(C)cc3)n2c1` is listed as i	15.9	-5.6	0.3	/	-22.0	-5.6	-2.9	-1.2
